# Assay outcomes: PubChem, several laboratories
# GAA850 FXN act: frataxin GAA850 promoter activation; HEK293 lucGAA850 FXN promoter luciferase reporter, 24 h; percent of 10 µM SAHA response; activation, % at 6 µM; 360,000 tested, 0.56% active;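 active = activation above the average of all compounds screened plus 3 SD, cutoff fixed separately per campaign, cut at about 7.5% in these data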;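 also: 0% = DMSO wells and 100% = 10 µM SAHA wells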
# GC-A act: GC-A (human) enzyme activation; P16066; HEK293 GC-A cells, cGMP TR-FRET, EC30 ANP; 0% at EC30 ANP, 100% saturating ANP; activation, % at 10 µM; 370,000 tested, 0.14% active; AID 1671463; in the data active = activation above about 40%
# DAX1 inh-1: inhibitors of human orphan nuclear receptor DAX1 (NR0B1). inhibition, % at 6.75 µM. AID 504766. P51843. 340,000 tested, 0.99% active. HEK293 Gal4-DAX1 luciferase reporter, luminescence;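 active = inhibition above the mean over all tested compounds plus 3 SD, cut at about 4.2% in these data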;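 also: 0% = DAX1-transfected cells with DMSO and 100% = empty-vector control cells with DMSO; inhibition shows as a rise in luminescence from relieved DAX1 repression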
# Target sequence (P51843 207-470 limits assumed): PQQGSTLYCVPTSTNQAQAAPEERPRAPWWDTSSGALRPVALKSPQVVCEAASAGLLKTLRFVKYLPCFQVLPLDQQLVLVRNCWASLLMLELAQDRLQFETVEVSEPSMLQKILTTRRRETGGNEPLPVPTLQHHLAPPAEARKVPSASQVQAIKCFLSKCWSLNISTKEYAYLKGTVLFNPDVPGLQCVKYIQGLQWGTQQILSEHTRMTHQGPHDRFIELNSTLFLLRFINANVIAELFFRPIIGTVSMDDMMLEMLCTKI
# ssDAF12 agonist: activators of S. stercoralis DAF-12 nuclear receptor. HEK293 ssDAF-12/GRIP1 lit1-tk-luc reporter, luminescence; % of 3 µM dafachronic acid response. activation, % at 6.8 µM. 370,000 tested, 1% active. AID 652126;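 active = activation above the mean over all tested compounds plus 3 SD, cut at about 0.9% in these data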;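 also: 0% = DMSO-only wells and 100% = 3 µM delta7-dafachronic acid wells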
# PG9 binder: binds the HIV-1 gp120 antibody PG9. inhibition, % at 6.7 µM. TR-FRET gp120-PG9 antibody binding. AID 624416. 360,000 tested, 0.43% active; in the data active = inhibition above about 8.5%
# DAX1 inh-2: inhibitors of DAX1 repression of SF-1 activated StAR promoter | HEK293T StAR-luciferase reporter, SF-1/DAX-1 repression relief | inhibition, % at 6.8 µM | 370,000 tested, 1.1% active | AID 652010;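 active = inhibition above the mean over all tested compounds plus 3 SD, cut at about 3.6% in these data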;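 also: 0% = DAX-1 cells with DMSO and 100% = cells lacking DAX-1 with DMSO; higher inhibition means more luminescence from relief of DAX-1 repression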
# ADAM10 inh: inhibits human ADAM10 | O14672 | recombinant ADAM10, EDANS/DABCYL FRET peptide cleavage, 3 h | inhibition, % at 7 µM | 370,000 tested, 0.62% active | AID 720582;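 active = inhibition above a per-campaign cutoff equal to the mean of compounds falling between control-based bounds plus 3 SD, cut at about 20% in these data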;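 also: 0% = DMSO wells while the 100% control is not disclosed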
# hcDAF12 agonist: H. contortus DAF-12 activation, primary screen; HEK293 hcDAF-12 lit1-tk-luc reporter, luminescence; 0% DMSO, 100% Δ7-dafachronic acid; activation, % at 6.8 µM; 370,000 tested, 1.4% active;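 active = activation above the mean of all tested compounds plus 3 SD, cut at about 5.5% in these data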;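 also: 100% = response to 3 µM Δ7-dafachronic acid high control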
# hgDAF12 agonist: agonists of H. glycines DAF-12 nuclear receptor | HEK293 GAL4-hgDAF12 UAS-luciferase reporter, agonist luminescence; normalized to butyrate control | activation, % at 6.8 µM | 370,000 tested, 1.8% active | AID 687014;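 active = activation above a cutoff set at the mean of all screened compounds plus 3 SD, cut at about 10% in these data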;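 also: 0% = DMSO wells and 100% = sodium butyrate wells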
# ADAM17 inh: inhibits human ADAM17; P78536; recombinant ADAM17, EDANS/DABCYL FRET peptide cleavage; inhibition, % at 6.95 µM; 370,000 tested, 0.83% active; AID 720648;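 active = inhibition above the mean of compounds lying between control limits plus 3 SD, set per campaign, cut at about 8.5% in these data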;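 also: 0% = DMSO-only wells as the low control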
# Target sequence (P78536 215-824 limits assumed): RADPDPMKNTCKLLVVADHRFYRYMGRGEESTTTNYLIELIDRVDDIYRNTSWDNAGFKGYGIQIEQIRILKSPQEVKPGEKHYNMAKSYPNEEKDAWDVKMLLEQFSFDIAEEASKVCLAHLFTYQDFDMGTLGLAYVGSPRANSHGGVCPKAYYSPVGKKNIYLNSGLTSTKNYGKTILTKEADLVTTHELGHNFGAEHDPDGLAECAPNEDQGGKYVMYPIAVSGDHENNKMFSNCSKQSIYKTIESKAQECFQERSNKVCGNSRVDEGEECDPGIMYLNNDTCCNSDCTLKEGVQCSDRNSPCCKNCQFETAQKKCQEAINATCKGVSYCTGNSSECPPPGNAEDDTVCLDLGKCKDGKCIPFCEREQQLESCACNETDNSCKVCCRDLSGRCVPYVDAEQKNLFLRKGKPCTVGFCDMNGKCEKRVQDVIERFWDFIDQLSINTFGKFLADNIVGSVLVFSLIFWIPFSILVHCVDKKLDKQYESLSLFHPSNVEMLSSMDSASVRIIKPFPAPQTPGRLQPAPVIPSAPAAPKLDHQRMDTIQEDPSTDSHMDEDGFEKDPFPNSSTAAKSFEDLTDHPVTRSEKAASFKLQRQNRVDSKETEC
# SMARCA2 activ: activators of SMARCA2 function; activation, % at 9.1 µM; AID 652017; 370,000 tested, 1% active; MG213 cells, MMTV-luciferase reporter, dexamethasone, overnight; in the data active = activation above about 7.8%;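 also: 0% = vehicle wells and 100% = reference activator wells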
# * marks the source's active call; other numbers are inactive results; / = no result given.
no.	SMILES	GAA850 FXN act	GC-A act	DAX1 inh-1	ssDAF12 agonist	PG9 binder	DAX1 inh-2	ADAM10 inh	hcDAF12 agonist	hgDAF12 agonist	ADAM17 inh	SMARCA2 activ
1	N#C/C(=C\c1cccnc1)C(=O)NC1CCCCC1	1.3	18.1	1.0	-1.5	0.3	-0.4	-9.9	-0.8	-4.2	-0.1	-2.8
2	COc1ccc(C2CC(c3cccs3)=NN2C(=O)CSc2nc(=O)n3ccc(C)cc3n2)cc1 (configuration not stated)	-6.8	7.3	-1.2	-1.3	-1.7	0.7	-17.0	-1.5	2.4	-4.5	0.8
3	O=C(COC(=O)Cn1c(C(F)(F)F)nc2ccccc21)Nc1ccc2c(c1)OCCO2	-2.6	0.8	-0.8	-1.2	0.2	-0.4	-0.8	-0.4	-1.1	-4.9	-1.6
4	COCCNC(=O)c1ccc(-c2ccc(OC)cc2C)c2ccoc12	-3.8	-3.5	/	-1.3	0.4	-0.9	-108.7	-2.6	-1.0	-38.0	-2.5
5	CCCC(=O)N1CCN(c2ccc(NC(=O)c3cccs3)cc2)CC1	-1.0	1.4	-0.3	-1.2	-3.2	-1.1	3.7	0.1	2.1	-1.4	0.4
6	COc1ccccc1C(=O)NNC(=O)C1CCN(C(=O)OC(C)(C)C)CC1	2.0	3.2	-0.3	0.0	-0.9	0.0	-6.3	7.1*	1.0	-1.2	-1.7
7	C=CC[C@@H](CC(=O)N(CCO)Cc1ccccc1)C(=O)N[C@H](COC(=O)[C@@H](CC=C)Cc1ccc(F)cc1)c1ccccc1	-9.0	-9.0	-0.4	-1.4	1.3	-0.9	34.4*	7.6*	0.5	15.3*	-0.9
8	CN(c1ccc(OC(=O)c2ccc(-n3cncn3)c([N+](=O)[O-])c2)cc1)S(=O)(=O)c1ccccc1	-1.4	1.0	1.1	-0.9	-1.5	0.0	-1.8	2.0	-2.5	0.5	-0.5
9	COc1ccc(CC(=O)NCc2nnc(SCC(=O)Nc3ccccc3)n2C)cc1	3.4	-0.2	-0.5	-1.5	-2.7	-0.8	9.4	-1.3	-0.6	-0.5	0.8
10	COc1ccc(CN(C(=O)Cn2nnc(-c3ccc(C)o3)n2)C(C(=O)NCC2CCCO2)c2ccco2)cc1 (configuration not stated)	-3.8	0.6	0.5	-1.2	0.5	-0.4	-5.0	-1.5	-4.0	-1.0	0.9
11	O=C(O)c1[nH]c2ccc([N+](=O)[O-])cc2c1-c1ccccc1	-0.2	5.6	-1.0	-1.5	-0.7	1.7	-7.0	-0.1	0.7	-6.2	-4.5
12	CCOC(=O)c1nn(-c2ccc(Cl)cc2)cc1O	0.1	-2.6	8.9*	-1.0	-0.6	1.8	-36.0	1.8	7.4	-9.6	4.7
13	c1ccc(OCc2nn3c(-c4ccncc4)nnc3s2)cc1	0.6	2.9	-1.4	-1.6	-3.0	1.3	-26.0	-2.3	0.6	-10.2	-5.8
14	Clc1ccc2c(N/N=C/c3ccc(Br)cc3)ccnc2c1	4.5	2.0	-1.0	-1.1	0.5	-0.4	-4.3	-2.0	1.7	-2.5	0.1
15	COC(=O)C(C(=O)Nc1ccc(OC)cc1)C1CCCCCC1 (configuration not stated)	-0.6	-1.7	0.5	-1.4	2.4	0.5	-4.3	-1.4	2.5	2.3	0.5
16	COc1ccc(CN2CCC(C)(Oc3ccc(C(C)=O)cc3)C2)c2ccccc12 (configuration not stated)	4.0	-3.0	/	-2.0	-1.6	-1.3	-10.7	0.5	1.3	-1.0	-0.1
17	O=C(COC(=O)/C=C/c1ccccc1)NC1CCCC1	1.6	0.3	-0.3	-1.1	0.4	0.2	-10.9	-0.9	2.3	-1.5	1.2
18	O=C(NC1CCCC1)C1c2ccccc2OCC(=O)N1CCc1ccccc1 (configuration not stated)	/	-6.6	/	-0.3	1.2	-0.1	2.2	-1.6	1.8	-0.4	1.3
19	CC(=O)c1c(C)[nH]c(C(=O)NCCC2=CCCCC2)c1C	1.5	3.2	1.7	-0.1	-0.1	1.1	6.9	1.0	3.1	0.2	0.9
20	CCOc1nc(Nc2ccc(Cl)cc2)nc(OCC)n1	0.9	7.9	-1.0	-1.7	-0.6	0.3	8.1	-2.2	-0.6	5.3	1.3

# From compound 17 up to 18, as listed above:
no.	SMILES	GAA850 FXN act	GC-A act	DAX1 inh-1	ssDAF12 agonist	PG9 binder	DAX1 inh-2	ADAM10 inh	hcDAF12 agonist	hgDAF12 agonist	ADAM17 inh	SMARCA2 activ
17	O=C(COC(=O)/C=C/c1ccccc1)NC1CCCC1	1.6	0.3	-0.3	-1.1	0.4	0.2	-10.9	-0.9	2.3	-1.5	1.2
18	O=C(NC1CCCC1)C1c2ccccc2OCC(=O)N1CCc1ccccc1 (configuration not stated)	/	-6.6	/	-0.3	1.2	-0.1	2.2	-1.6	1.8	-0.4	1.3

# More structures follow.
no.	SMILES	GAA850 FXN act	GC-A act	DAX1 inh-1	ssDAF12 agonist	PG9 binder	DAX1 inh-2	ADAM10 inh	hcDAF12 agonist	hgDAF12 agonist	ADAM17 inh	SMARCA2 activ
21	O=C(C1CCCO1)N1CCN(S(=O)(=O)c2ccc(Cl)cc2)CC1 (configuration not stated)	1.5	4.2	0.4	-1.3	-0.4	-0.1	-5.0	2.7	1.7	-0.1	1.7
22	Cc1ccc(Cl)cc1N(CC(=O)N1CCOCC1)S(C)(=O)=O	1.5	4.1	-0.3	-0.7	-2.4	0.2	5.4	-1.2	-0.4	2.6	-0.6
23	CC(C)(CO)NS(=O)(=O)c1ccc2c(c1)C(=NO)c1cc(S(=O)(=O)NC(C)(C)CO)ccc1-2	-1.7	0.4	1.8	-0.4	-0.3	0.7	-74.0	-0.9	2.2	-25.4	-0.7
24	CC(C)c1ccc(NS(=O)(=O)c2ccc(-n3cccn3)cc2)cc1	0.2	1.1	0.2	-0.7	1.0	-1.6	11.5	-2.5	2.0	9.1*	-1.4
25	COC(=O)C1=C(C(=O)OC)[C@@H]2N(C)c3ccc(OC)cc3[C@@]23C[C@@H](C(=O)OC)N(S(=O)(=O)c2ccc(OC)cc2)C3=N1	0.6	-9.5	-0.4	-1.2	0.2	-0.2	2.3	-1.1	-2.1	2.9	0.2
26	CCOC(=O)C1(Cc2ccccc2)CCCN(C(=O)C=C(C)C)C1 (configuration not stated)	1.9	0.7	1.3	-0.1	2.3	0.2	3.6	3.2	3.5	2.2	0.8
27	N#CCCn1cc(/C=C/C(=O)O)c(-c2ccc(F)cc2)n1	0.6	-2.3	5.4*	-1.1	0.9	2.4	7.5	5.2	3.4	1.8	1.7
28	CCN1CCN(c2cc(=O)n(-c3cc(Cl)ccc3C)c(=O)[nH]2)CC1	1.1	0.5	0.6	-1.0	-0.7	0.3	-13.3	-0.8	1.5	-7.1	-2.6
29	COc1ccc(-c2n(CC(=O)OC3CC(C)CCC3C(C)C)c3ccccc3[n+]2C)cc1 (configuration not stated)	-8.3	-2.2	-3.4	-0.8	-0.8	0.0	8.7	-0.1	-2.5	-0.9	2.2
30	Cn1c(SCC(=O)c2cc(Cl)c(Cl)s2)nnc1-c1ccco1	0.7	2.5	/	-1.4	-0.7	-0.6	5.4	1.8	0.6	-4.3	-1.9
31	Cc1ccc(S(=O)(=O)Cn2nnnc2CN2CCCC3(CCCCC3)C2)cc1	0.3	1.7	-1.2	-0.6	0.8	-0.5	7.6	-1.4	0.4	-0.9	-3.3
32	Nc1c(C(=O)NCc2ccc3c(c2)OCO3)nnn1Cc1ccc(Br)cc1	2.5	-0.3	-0.7	-1.6	1.8	0.4	6.0	-0.4	-1.0	-1.3	2.5
33	O=C(N/C(=C\c1cccc(Br)c1)C(=O)N1CCCCC1)c1ccco1	-0.3	-1.6	-1.1	-0.9	-2.9	0.1	3.4	-2.0	-0.7	-0.8	-0.3
34	O=C(O)CC(CNC(=O)C1CCCN1C(=O)OCc1ccccc1)c1ccccc1 (configuration not stated)	-0.4	-2.0	-0.6	-0.5	-2.0	0.7	5.9	-3.0	-1.8	0.1	-1.2
35	COc1cc(CNCc2ccccc2C(F)(F)F)cc(OC)c1	1.2	-12.7	-0.4	-2.2	0.6	1.1	0.4	-0.3	-0.4	-1.3	-2.1
36	CCCCN(CC)c1nc(N)c(C#N)c(CC#N)c1C#N	4.8	13.1	-0.3	-1.8	0.3	-0.4	-18.1	-0.7	-2.7	-6.7	1.8
37	COc1ccc(-n2c(COc3ccccc3)nnc2SCC(N)=O)cc1	-2.3	-13.7	0.2	-0.7	-0.3	0.4	8.3	0.5	0.1	-0.6	-2.4
38	Cc1ccc(NC(=O)c2cn(-c3cccc(C)n3)cn2)cc1	2.5	6.9	0.2	-1.0	-1.1	1.5	0.8	1.4	5.9	-4.5	4.9
39	Cc1nc2[nH]c(=S)[nH]c(=O)c2nc1C	0.1	3.9	1.6	-1.4	-1.6	-1.1	-191.6	0.8	1.8	-54.5	-0.9
40	O=C(c1ccc2c(c1)N(Cc1ccc(F)cc1)C(=O)c1ccccc1S2(=O)=O)N1CCN(c2ccccn2)CC1	-4.8	-14.0	0.0	-2.8	-2.2	-1.7	8.0	-2.5	-1.2	1.5	0.9
41	C=CCNc1ncnc2c1[nH]c1ccc(C)cc12	2.2	-0.5	-0.7	0.4	0.0	0.4	-312.8	-0.6	7.2	-108.0	1.1
42	O=C(COC(=O)c1cccc(Br)c1)NC(=O)NC1CCCC1	1.0	-0.5	-0.9	-0.6	-2.6	0.3	6.2	-0.7	-2.7	1.6	2.3
43	COc1ccccc1C(=O)Nc1ccnn1C1CCN(Cc2cnn(C)c2)CC1	1.6	-0.8	0.5	-0.6	-2.0	1.4	-6.6	0.4	-0.4	-1.9	-0.5
44	CN1CCN(C(=O)C[C@@H]2CC[C@@H]3[C@H](COC[C@@H](O)CN3Cc3cccc(Cl)c3)O2)CC1	/	2.1	/	-1.5	-1.5	0.8	-2.2	-1.2	0.7	2.0	-5.7
45	COc1ccc(NC(=O)CCc2nnc3ccc(NCc4ccco4)nn23)cc1OC	0.8	1.0	0.4	-1.1	-2.4	-0.6	-5.2	-2.0	4.4	-3.9	-2.9
46	COc1ccc(N(C(C)C(=O)NN=C2CCCC2)S(C)(=O)=O)cc1 (configuration not stated)	-0.9	0.5	-0.9	-1.2	-3.6	0.2	4.3	0.7	-1.0	0.5	0.6
47	O=C(NCc1ccc(C(F)(F)F)cc1)c1ccc2c(c1)S(=O)(=O)c1ccccc1C2=O	0.8	1.2	0.5	-1.4	-1.3	0.9	-4.6	-0.9	0.6	-5.0	-0.3
48	CCn1c(SCc2ccccc2)nc2c1c(=O)[nH]c(=O)n2C	3.2	0.9	-0.2	-0.3	0.4	-0.2	4.4	1.2	0.2	-0.8	-0.7
49	COc1ccc([N+](=O)[O-])cc1NC(=O)CSc1nncn1-c1ccccc1	1.4	-3.7	-1.1	-0.2	-2.1	-0.2	-3.8	-1.2	-3.8	-4.0	-2.8
50	C/C(=N\Nc1nncc2ccccc12)c1ccc(OCC(=O)N(C)C)cc1	3.8	0.3	1.1	-0.2	-3.7	2.1	0.5	4.9	16.2*	-3.4	6.3
51	O=C(Nc1cccn2ncnc12)C(F)(F)F	1.6	0.7	1.1	-0.7	0.0	0.3	-2.7	0.7	5.2	-3.0	-2.6
52	O=C(N1CCOCC1)N1CCN(S(=O)(=O)c2ccc(F)cc2)CC1	2.0	-1.8	2.6	-1.1	0.2	0.3	-1.1	-0.2	1.8	-2.5	-0.1

# Hits appear at their usual frequency, and some 6.8% of all compounds hit somewhere here.
